# MITF inh: blocks human microphthalmia-associated transcription factor | O75030 | AlphaScreen MITF homodimerization, bead proximity signal | inhibition, % at 2.6 µM | 650,000 compounds, 0.91% hits; in the data active = inhibition above about 50%;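 note: 0% = vehicle wells with protein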
# Target sequence (O75030 whole entry, looked up): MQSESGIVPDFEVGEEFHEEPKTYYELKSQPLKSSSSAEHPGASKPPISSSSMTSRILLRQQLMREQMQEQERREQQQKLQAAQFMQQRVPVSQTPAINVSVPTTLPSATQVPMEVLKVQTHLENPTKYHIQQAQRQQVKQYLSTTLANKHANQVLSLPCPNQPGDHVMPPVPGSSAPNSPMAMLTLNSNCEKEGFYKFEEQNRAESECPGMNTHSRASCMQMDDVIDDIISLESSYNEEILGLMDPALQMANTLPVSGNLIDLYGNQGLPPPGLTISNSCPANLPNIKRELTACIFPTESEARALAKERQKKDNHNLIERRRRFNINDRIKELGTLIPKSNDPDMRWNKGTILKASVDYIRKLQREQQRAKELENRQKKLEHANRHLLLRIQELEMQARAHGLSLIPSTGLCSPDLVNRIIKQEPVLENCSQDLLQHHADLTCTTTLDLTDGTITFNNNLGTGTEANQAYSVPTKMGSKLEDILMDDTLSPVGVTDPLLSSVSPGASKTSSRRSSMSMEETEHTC
# GPR151 ag: activates the human receptor GPR151; Q8TDV0; PathHunter beta-arrestin GPR151 cells, luminescence; activation, % at 11.2 µM; 650,000 compounds, 1% hits; AID 1508602; in the data active = activation above about 4.9%;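 note: 0% = median of compound wells and 100% = cells with positive control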
# Target sequence (Q8TDV0 whole entry, looked up): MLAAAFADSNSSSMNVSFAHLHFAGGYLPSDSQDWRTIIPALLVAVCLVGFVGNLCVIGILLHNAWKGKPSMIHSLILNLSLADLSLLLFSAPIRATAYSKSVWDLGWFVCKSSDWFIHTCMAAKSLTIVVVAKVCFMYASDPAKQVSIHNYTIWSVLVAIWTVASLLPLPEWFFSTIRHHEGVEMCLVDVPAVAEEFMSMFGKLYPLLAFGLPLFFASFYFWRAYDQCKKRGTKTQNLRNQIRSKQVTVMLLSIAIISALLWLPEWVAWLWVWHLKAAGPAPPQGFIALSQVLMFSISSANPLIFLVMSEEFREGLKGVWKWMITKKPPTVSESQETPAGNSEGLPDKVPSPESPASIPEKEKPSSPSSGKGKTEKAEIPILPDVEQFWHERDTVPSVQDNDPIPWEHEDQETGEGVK
# FBW7 act: activators of human E3 ligase FBW7. Q969H0. AlphaScreen FBW7–phospho-cyclin E peptide binding, activator screen. normalized activity (activation), % at 26.1 µM. 650,000 compounds, 0.13% hits; in the data active = normalized activity above about 1.9%;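 note: purified mutant Fbw7 with reduced substrate affinity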
# TEAD-YAP inh: TEAD-YAP interaction inhibition; HEK-TIYL cells, TEAD-Gal4/YAP UAS-luciferase luminescence; 640,000 compounds, 1.4% hits; inhibition, % at 9.12 µM; in the data active = inhibition above about 32%;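 note: 0% = median of test compound wells and 100% = reference inhibitor wells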
# * hit, by the source's call.
canonical_smiles	MITF inh	GPR151 ag	FBW7 act	TEAD-YAP inh
CCN1CCCC1CNC(=O)CCc1nnc(Cc2cc(OC)ccc2OC)o1 (centres undefined)	-6	-2.1	0.0	-30
O=C(Nc1ccccc1O)c1cc(S(=O)(=O)Nc2ccccc2O)c(Cl)cc1Cl	-1	2.5	0.1	0
O=C(c1ccco1)N1CCN(c2ccc3cccc(OCc4ccccc4)c3n2)CC1	9	1.1	-0.1	27
O=[N+]([O-])c1ccc(CSc2nc(NCCc3ccccc3)c3ccccc3n2)cc1	-10	-2.6	0.6	-6
CCc1cccc(N2C(=O)c3nccnc3C2=O)c1	11	1.6	-0.2	5
CCOc1ccccc1CN1C(=O)C2C(C(=O)Nc3cccc(SC)c3)C3C=CC2(O3)C1C(=O)NC1CCCC(C)C1C (centres undefined)	2	-0.8	-0.3	3
Cc1ccc(-c2ccc(N3CCN(C)CC3)nc2)cc1	12	-0.2	-0.4	-33
O=C(CCC(=O)N/N=C/c1cccc(I)c1)NCc1ccccc1	-5	-1.0	-0.1	-4
O=C(Nc1nnc(-c2ccc(F)cc2)s1)c1ccc(Br)cc1	13	-0.2	0.6	-9
CCCOc1ccc(C(C)=O)cc1CC(C(N)=O)C(N)=O	-1	2.5	-0.1	-1
COC(=O)C1=CN(Cc2ccc(Cl)cc2)C=C(C(=O)OC)C1c1cccc(OC)c1OC	10	0.0	0.8	-4
COc1ccc(-c2noc(CNC(=O)c3ccc(C)cc3)n2)cc1	-10	0.0	0.2	-3
O=C1CCC(=O)N1c1ccccc1[N+](=O)[O-]	6	1.7	0.1	1
O=C1c2c(Cl)c(Cl)c(Cl)c(Cl)c2C(=O)N1c1ccc(Cc2ccncc2)cc1	5	2.0	-0.1	7
COc1cc(C(=O)OCc2nnc(-c3ccc([N+](=O)[O-])cc3)o2)ccc1OC(F)F	7	3.3	-0.1	-6
Cc1cc(N)ccc1NC(=O)CSc1nnc(-c2cccs2)n1C	-4	-0.2	-0.1	-1
Cc1ccc(S(=O)(=O)N(C)c2cccc3cccnc23)cc1	-2	0.2	0.2	-5
Nc1nc(Cn2nnc(-c3ccc(F)cc3)n2)nc(N2CCOCC2)n1	4	-0.6	0.0	-12
COC(=O)c1ccccc1N=Cc1c(O)n(-c2ccccc2)c(=O)[nH]c1=O	11	-0.5	0.8	1
NC(=O)C1CCN(C(=O)c2ccc3c(c2)NC(=O)/C(=C/c2ccccc2)S3)CC1	6	1.1	-0.3	7
CC(Oc1ccc(Cl)cc1)C(=O)Nc1ccccc1C(=O)Nc1ccc(Br)cc1 (centres undefined)	-11	-1.5	0.1	-6
CC(C)c1cc(C(=O)NNC(=O)Nc2ccc([N+](=O)[O-])cc2)c(O)c(C(C)C)c1	-14	0.1	0.1	16
CC(=O)c1ccc(SCc2cc(=O)n3ccsc3n2)c([N+](=O)[O-])c1	17	-1.3	0.0	-20
COc1ccc(N2C(S)=C(C#N)C(=O)NC2c2cccc(OC)c2)cc1 (centres undefined)	15	-0.9	0.6	5
CCOC(=O)c1c(NC(=O)c2ccc(Cl)cc2Cl)sc2c1CCCCC2	3	-0.4	0.1	-36
COc1ccc(CCc2nnc(CCC(=O)N(C)CC3CCCCO3)o2)cc1 (centres undefined)	8	-0.4	0.1	-18
Cc1ccccc1NC(=O)COc1ccccc1Br	0	0.3	-0.1	-65
Cc1ccc(C(=O)N/C(=C\c2ccc(C(C)C)cc2)C(=O)Nc2c(C)n(C)n(-c3ccccc3)c2=O)cc1	3	-1.1	0.8	9
CCCNC(=O)N1CCc2cc(OC)c(OC)cc2C1c1cccs1 (centres undefined)	-4	-0.2	0.1	10
O=C(Nc1ccc(Cl)c(Cl)c1)c1cc(S(=O)(=O)NC2CCCC2)ccc1F	19	0.0	0.1	4
CN(C)S(=O)(=O)c1ccc(C(=O)N2CCN=C2SCc2ccccc2)cc1	13	-0.5	1.2	-7
CCOc1ccc(NC(=O)CSc2nnc(-c3ccc(F)cc3)c(-c3ccc(F)cc3)n2)cc1	0	0.1	0.1	19
CCOC(=O)c1sc2nc(SCC(=O)NCc3ccco3)n(Cc3ccc4c(c3)OCO4)c(=O)c2c1C	12	0.9	0.1	-1
Cc1nc(Nc2cccc(Cl)c2)c2cc(C)sc2n1	13	0.8	0.1	12
O=C(NCc1cccc(Cl)c1)c1ccc2c(=O)n(-c3ccccc3)c(SCc3nc4ccccc4[nH]3)nc2c1	9	-1.1	-0.1	8
COc1cc(OC)cc(-c2noc(C3CCN(S(=O)(=O)c4ccccc4)CC3)n2)c1	7	-1.6	0.7	5
COc1ccc2c(c1)SC1=NCCS(=O)(=O)N12	-2	1.1	0.0	9
COc1ccc(C(=O)N2CCN(C3CCN(Cc4ccccc4)CC3)CC2)cc1OC	47	0.7	-0.2	2
CCN(CC)C(=O)c1ccc2c(=O)n(-c3cccc(C(F)(F)F)c3)c(=S)[nH]c2c1	2	0.2	0.0	0
COc1ccc(NC(=O)CN2C(=O)c3ccccc3C2=O)c2ccccc12	5	0.1	0.0	-1
COCCNC(=O)Cn1nc(C)n2c(cc3ccsc32)c1=O	3	-0.2	0.3	-13
CCN1CCN(c2nnc(-c3cccs3)c3ccccc23)CC1	-20	-0.7	0.1	-1
CC1CN(C(=O)N2CCC(C(=O)NCC3CCCO3)CC2)c2cc(Cl)ccc2O1 (centres undefined)	10	-2.6	0.4	9
C=CCN(CC=C)CCOc1ccccc1OCC	16	-1.0	-0.1	-2
O=C1NC2(CCCCC2)C(=O)N1Nc1ncnc2sccc12	-6	0.5	0.1	1
CN(C)c1c(Br)cc(NS(=O)(=O)c2ccccc2)cc1Br	7	0.5	0.2	6
O=C(N/C(=C/c1cccs1)C(=O)N1CC2CC(C1)c1cccc(=O)n1C2)c1cc(Cl)ccc1Cl (centres undefined)	24	-0.2	-0.2	-2
O=C(CN1CCc2nc(N3CCCC3)[nH]c(=O)c2C1)N1CCN(c2ccc(F)cc2)CC1	5	-0.6	0.6	-1
C#CCN1C(=O)S/C(=C/c2cc(Br)c(OCC(=O)O)c(OCC)c2)C1=O	3	0.5	0.1	8
O=C(CSc1ccc(-c2ccccc2F)nn1)Nc1ccccc1N1CCOCC1	7	-3.2	-0.1	2
Oc1c(Br)cc(CN2CCCCC2)c2cccnc12	92*	-0.5	-1.0	66*
O=C(NCc1cccc(Cl)c1)c1cnc2n(c1=O)CCS2	4	1.9	0.0	2
COc1ccc(-c2csc(/C(C#N)=C\c3ccc(C)o3)n2)cc1OC	3	4.4	0.0	-3
Cc1cc2oc(=O)cc(CSc3nc(N)cc(N)n3)c2cc1C	-3	-0.5	0.1	2
COc1ccc(N2C(=O)C3C4C=CC(C4)C3(C(F)(F)F)C2=O)cc1 (centres undefined)	5	2.1	0.5	-4
COC(=O)c1c(NC(=O)CSc2nnc3cc(C)c4ccccc4n23)sc2c1CCC2	7	0.1	0.1	5
O=C(Cn1cnc2c(nnn2-c2ccc(F)cc2)c1=O)Nc1ccccc1F	-11	-0.7	-0.1	-3
Nc1ncnc2c1ncn2CC(O)CN1CCOCC1 (centres undefined)	13	0.2	0.3	-18
Cc1ccc(N2C(=O)N(CC(=O)Nc3ccc(F)c(Cl)c3)C(=O)C2C)cc1 (centres undefined)	8	1.5	0.0	-15
COc1ccc(CNC(=O)c2nn3c(C(F)(F)F)cc(-c4ccccc4)nc3c2Cl)cc1	15	-0.1	-0.3	3

# Later entries
canonical_smiles	MITF inh	GPR151 ag	FBW7 act	TEAD-YAP inh
Cc1onc(COc2ccccc2O)c1Br	9	-1.2	0.0	-8
CCOC(=O)C1=C(C)N=c2s/c(=C/c3ccc(-c4cccc(Cl)c4)o3)c(=O)n2C1c1ccc(OCC)c(OCC)c1 (centres undefined)	13	-0.6	-0.1	-1
COCC(C)NC(=O)/C=C/c1ccc2c(c1)OCO2 (centres undefined)	-4	-1.6	-0.1	-9
CC1CCCCC1NC(=O)c1cccc(-n2c(=S)[nH]c3cc(Cl)ccc3c2=O)c1 (centres undefined)	11	-0.7	0.8	13
COC(=O)c1ccc(C(=O)OC)c(NS(=O)(=O)c2ccc(OC)c(OC)c2)c1	7	0.2	-0.1	4
COc1ccc(CN2CCc3c(nc(N4CCCCC4)[nH]c3=O)C2)cc1	13	-0.1	0.0	6
Cc1ccc(O)c(-c2cc(-c3ccc(Cl)cc3)no2)c1	2	-1.2	-0.2	-89
CCN1C(=O)C2(c3ccccc31)c1c(oc3ccccc3c1=O)C(=O)N2CCCO (centres undefined)	15	1.8	0.0	5
CCCCOc1ccc(C(=O)NCC2(c3ccc(OC)cc3)CCOCC2)cc1	11	1.0	0.0	8
CCCc1[nH]nc2c1C(c1c(C)nn(-c3ccc(C)cc3)c1Cl)C(C#N)=C(N)O2 (centres undefined)	-1	0.2	-0.1	-3
CC(C)OC(=O)COc1ccc2c3c(c(=O)oc2c1)CCC3	-10	1.8	-0.1	2
Cc1ccc(S(=O)(=O)NCc2ccc3[nH]c(C)cc3c2)cc1	5	-0.2	0.1	0
O=C(CSc1nc2ccccc2c(=O)n1CC1CCC(C(=O)NCC2CCCO2)CC1)NCc1ccco1 (centres undefined)	9	-0.2	0.3	7
Cc1cccc(OCC(=O)NNC(=O)COc2ccccc2C)c1	11	0.1	0.0	16
O=C(COC(=O)c1ccccc1)c1ccc(-n2nncc2C23CC4CC(CC(C4)C2)C3)cc1	0	0.7	-0.1	4

# Two of the compounds above, as labelled records:
> COC(=O)c1ccc(C(=O)OC)c(NS(=O)(=O)c2ccc(OC)c(OC)c2)c1
  MITF inh = 7	GPR151 ag = 0.2	FBW7 act = -0.1	TEAD-YAP inh = 4

> COc1ccc(CN2CCc3c(nc(N4CCCCC4)[nH]c3=O)C2)cc1
  MITF inh = 13	GPR151 ag = -0.1	FBW7 act = 0.0	TEAD-YAP inh = 6

# Next section
canonical_smiles	MITF inh	GPR151 ag	FBW7 act	TEAD-YAP inh
O=c1cnnc(N/N=C/c2ccc([N+](=O)[O-])cc2)[nH]1	6	-0.2	0.1	1
Cn1c(OCc2cccnc2)nc2c1c(=O)n(Cc1ccc(Cl)cc1)c(=O)n2C	-5	-1.3	0.6	9
O=C(NCc1ccccc1)c1cccc(N2CCCC2CO)n1 (centres undefined)	9	-0.3	0.1	-10
Cn1c2c(c(=O)n(C)c1=O)C(c1cccs1)C1=C(CC(C)(C)CC1=O)N2 (centres undefined)	-13	0.7	-0.2	-7
CCCN(CC(=O)Nc1cc(C)on1)CC(=O)Nc1ccc(F)c(F)c1F	-6	-0.2	-0.1	4
O=C(CSc1nnc(-c2cccc(F)c2)o1)N1CCc2ccccc21	-12	0.3	-0.1	6
Cc1cc2nn(-c3ccccc3)nc2cc1NC(=O)c1cccc(OC(C)C)c1	7	2.0	-0.2	-8
CCc1ccccc1NC(=O)CSC1=C(C#N)C(c2cccc([N+](=O)[O-])c2)CC(=O)N1 (centres undefined)	10	-1.1	0.6	-7
CCOC(=O)c1sc(-c2ccccc2)cc1NC(=O)c1ccc(S(=O)(=O)N2CCN(C(=O)OCC)CC2)cc1	16	0.1	0.1	3
Cc1ccc(-n2nc3cc(C)c(NC(=O)c4ccc(-c5ccccc5)o4)cc3n2)cc1	3	-1.2	0.4	-7
Cn1c(=S)n(CCSc2nc3ccccc3n2C2CCCCC2)c2ccccc21	0	-0.3	-0.1	-8
Nc1nc2n(n1)C(c1cccc([N+](=O)[O-])c1)CC(=O)N2 (centres undefined)	8	1.4	0.1	-9
CCC(C(=O)NCCCN1CCCC1=O)n1c2ccccc2c2nc(=O)cc(C)n21 (centres undefined)	8	-0.6	0.6	10
COc1cc(C(=O)OCC(=O)Nc2cc(C)on2)cc(OC)c1OC	-11	2.3	-0.2	-8
CCN1C(=O)C2C(c3ccc(O)c(OC)c3)NC(C)(C(=O)OC)C2C1=O (centres undefined)	2	3.1	-0.1	45*

# An excerpt of these results, with values under each structure:
# Under each structure – MITF inh, GPR151 ag, FBW7 act, TEAD-YAP inh
> Cn1c2c(c(=O)n(C)c1=O)C(c1cccs1)C1=C(CC(C)(C)CC1=O)N2 (centres undefined)
→ -13, 0.7, -0.2, -7
> CCCN(CC(=O)Nc1cc(C)on1)CC(=O)Nc1ccc(F)c(F)c1F
→ -6, -0.2, -0.1, 4
> O=C(CSc1nnc(-c2cccc(F)c2)o1)N1CCc2ccccc21
→ -12, 0.3, -0.1, 6
> Cc1cc2nn(-c3ccccc3)nc2cc1NC(=O)c1cccc(OC(C)C)c1
→ 7, 2.0, -0.2, -8
> CCc1ccccc1NC(=O)CSC1=C(C#N)C(c2cccc([N+](=O)[O-])c2)CC(=O)N1 (centres undefined)
→ 10, -1.1, 0.6, -7
> CCOC(=O)c1sc(-c2ccccc2)cc1NC(=O)c1ccc(S(=O)(=O)N2CCN(C(=O)OCC)CC2)cc1
→ 16, 0.1, 0.1, 3

# (listing goes on)
canonical_smiles	MITF inh	GPR151 ag	FBW7 act	TEAD-YAP inh
CCOC(=O)CN(C)C(=O)c1cc(COc2ccc(F)cc2Cl)on1	2	0.0	-0.1	-31
CCN(CC)CC[n+]1c(N)n(N)c2ccccc21	9	-0.6	1.3	14
CCOc1cc(/C=C(\C#N)c2nc3ccccc3[nH]2)cc(I)c1O	1	-0.3	-0.3	-26
COc1ccccc1C1SCCN1S(=O)(=O)c1ccc(C)cc1C (centres undefined)	8	-1.3	0.6	-4
C=CCOC(=O)C1=C(C)Nc2nnnn2C1c1ccccc1OCC (centres undefined)	9	-0.3	0.3	4
COc1ccc(NC(=O)c2sc3ncn(CC(=O)N4CCC(C)CC4)c(=O)c3c2C)c(OC)c1	-3	0.3	0.0	-3

# Screening data (PubChem)
